Cneo AK release = causes C. neoformans cell lysis. adenylate kinase release luminescence, 4 h; normalised: neutral wells 0, clomiphene wells 100. lysis activity, % at 15 µM. 0.2% of 360,000 active;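 active = mean lysis activity across replicates of at least 80%, whatever share of replicates individually reach that level; inactive = mean lysis activity below 80%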
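Test system: log-phase Cryptococcus neoformans yeast cells; Quantity: yeast cell density of 5 × 10^6 cells/mL; Buffer or medium: YPD; Doses: single compound concentration per well; Timing: 4 h at 37 °C static, read 1 h later; Measured by: AK luminescence; Read-out basis: lysis from increased AK signal; Control set: Clomiphene as positive control.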
miR122 inh = blocks miR-122 activity in Huh7 sensor cells | Huh7 miR-122 Renilla luciferase sensor, 48 h; neutral wells = 0, positive control = 100 | activation (reporter increase), % at 12.5 µM | 0.3% of 340,000 active | AID 602342;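 active = mean replicate activation score at least 90 and every replicate individually at or above 90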;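 note: higher luciferase means less miR-122 activity so hits act as miR-122 inhibitors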
INS-1E GSIS act = primary screen for activators of insulin secretion dependent on glucose, INS-1E cells, GLuc reporter luminescence; INS-1E GLuc reporter insulin secretion, 2-3 h; activation, % at 16.6 µM; 0.61% of 370,000 active;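 active = lowest replicate activation of at least 40%, so every replicate reaches that level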;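 note: 0% = median of neutral control wells and 100% = median of IBMX positive control wells; some compounds called inactive have numbers as strong as hits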
F508del corr = correctors of CFTR F508del function in bronchial epithelial cells; CFBE cells, YFP halide quenching; stimulated with forskolin plus potentiator P3; % fluorescence drop versus neutral controls; activity (quench increase), % at 7.58 µM; 0.36% of 350,000 active; AID 720511;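 active = mean added fluorescence quench of at least 8% versus neutral control, with both replicates also reaching 8%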;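 note: cells transiently co-express mutant CFTR-F508del with the halide-sensitive YFP; corrector assay measuring rescue of mutant channel to the surface after 24 h compound exposure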
Statin myotox sup = suppressors of simvastatin-induced myotoxicity in C2C12 myotubes | 0.78% of 330,000 active | ATP luminescence, 48 h; scaled: DMSO 0, geranylgeraniol control 100 | rescue of ATP level, % at 7.49 µM;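 active = mean ATP rescue above about 67%, or every replicate alone reaching that limit, limit read from the data, passing the limit was not always enough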;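 note: myotubes were challenged with 10 µM simvastatin during compound exposure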
FN deposit inh = fibronectin deposition inhibition; AID 743247; 0.086% of 350,000 active; AH1F fibroblasts, Alexa488-fibronectin deposition fluorescence, overnight; inhibition, % at 12.6 µM;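 active = mean inhibition across replicates of 30% or more, regardless of how many single replicates reach that level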;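 note: positive control wells lacked labelled fibronectin entirely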
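Material: AH1F fibroblast monolayer depositing Alexa488-labelled fibronectin into matrix / Amount: 10000 AH1F cells per well / Signal: fluorescence 485/525 nm / Medium: DMEM, 2% serum / Compound: single dose, pinned / Incubation: 1 h cell adhesion before compound, then overnight fibronectin incubation / Reagent: Alexa488-FN, 24 nM final / Read-out: inhibition of fibronectin deposition signal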
PGC1a acetyl inh = modulators of PGC1a acetylation | U2OS PGC1a acetylation, AlphaScreen anti-acetyl-lysine; with virally co-expressed GCN5 acetyltransferase | inhibition, % at 15.6 µM | 0.17% of 350,000 active | AID 651687;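 active = every replicate shows inhibition of at least 40%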;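 note: 0% = neutral control wells and 100% = positive control wells; some results beyond the cut were filed as inactive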
PglD DTNB = blocks C. jejuni PglD acetyltransferase activity | purified PglD enzyme, DTNB colorimetric CoA detection | inhibition, % at 12.5 µM | 0.098% of 360,000 active; in the data active = inhibition above about 16%, passing the limit was not always enough; note: strong numbers were not always called active
* marks the source's active call; other numbers are inactive results; · = no result given; & = joins results of further samples; [ ] = dose if it differs, or a comment. Rows were taken by chance. Share with any hit: about 2.1%.

SMILES	Cneo AK release	miR122 inh	INS-1E GSIS act	F508del corr	Statin myotox sup	FN deposit inh	PGC1a acetyl inh	PglD DTNB
O=C(N[C@@H]1CC[C@@H](CCNC(=O)C2CCC2)O[C@H]1CO)c1ccncc1	2	·	20	-0.3	3	-11	3	0
CCOc1ccc(NC(=O)Nc2cc(C(C)C)ccc2C)cc1	0	·	16	-1.7	-11	-2	·	5
CCCN1C[C@@H](C)[C@@H](OC)CN(C)C(=O)c2cc(NC(=O)CC)ccc2OC[C@@H]1C	·	-6[16.7 µM]	2	-2.4	4	·	-8	·
CC(C)(C)c1ccc(CC(=O)N2CCC2(C)C(=O)NCc2ccc3c(c2)OCO3)cc1 (stereo unspecified)	-5	-7	-9	-4.4	0	-2	2	2
O=C(c1ccc(S(=O)(=O)N2CCOCC2)cc1)N1CCc2ccccc2C1	0	-7	2	·	2	·	-10	-6
O=C(COC(=O)CCN1C(=O)/C(=C\C=C\c2ccccc2)SC1=S)Nc1ccc(Br)cc1	·	·	8	-0.5	·	10	-5	·
COc1ccccc1NC(=O)N[C@@H]1CC[C@H](CC(=O)N[C@@H](C)c2ccccc2)O[C@H]1CO	-14	·	11	1.4	-2	-12	-5	0
CCOC(=O)c1c(-c2ccccc2)oc2ccc(OCC(=O)O)cc12	·	·	26	-0.4	·	0	0	·
Cc1ccc(S(=O)(=O)N2C[C@H]3C(=O)C[C@@H](c4cccc(Cl)c4)N(S(=O)(=O)c4ccc(C)cc4)[C@H]3C[C@H]2c2ccccc2)cc1	0	-6	15	-2.9	-9	8	8	2
COc1cccc(C(=O)Nc2ccc3nc4n(c(=O)c3c2)CCCCC4)c1	-2	-1	1	4.1	-107	0	-9	4
COc1cc(OC)c2c(c1)C(=O)OC2	3	-1	9	·	·	·	-8	4
COc1ccc(NC(=O)CCNC(=O)c2ccccc2Cl)cc1S(=O)(=O)N1CCCCC1	1	-1	-10	1.8	-2	-1	4	5
CC(C)c1ccc(C(=O)N2CCN(CCO)CC2)cc1	-2	0	·	·	-2	·	13	-2
COc1ccc(NC(=O)CSc2nnc(Cn3c(=O)sc4ccccc43)n2C)cc1OC	1	4	10	2.8	0	-26	-10	4
Cc1noc(C)c1NC(=O)Nc1ccc2c(c1)CC(=O)N([C@H](C)CO)C[C@H](C)[C@@H](CN(C)C(=O)Nc1ccc(C(F)(F)F)cc1)O2	-3	-6[16.7 µM]	-6	0.9	5	·	1	0
COc1ccc(CN(C)C[C@@H]2Oc3ccc(NC(=O)Cn4cnnn4)cc3C(=O)N([C@H](C)CO)C[C@@H]2C)cc1	-6	0[16.7 µM]	-1	0.8	26	·	-3	1
CC(C)(C)[S@@](=O)N1Cc2cc(C(=O)N3CCCCC3)nc(-c3cccc(-c4ccc(C#N)cc4)c3)c2[C@H]1CCO	54	·	-12	-2.2	-10	7	5	1
CC(=O)/C(=N/Nc1ccccc1)N1CCOCC1	-3	-7	·	·	-15	-5	4	1
COCCn1c(N2CCN(c3ccc(OC)cc3)CC2)nc2c1c(=O)[nH]c(=O)n2C	-3	0	·	·	-10	·	3	0
CCn1cc(C(=O)NC2CCCCC2C)c(=O)c2ccc(C)nc21 (stereo unspecified)	-7	2	·	·	-14	·	14	1
COc1ccc(NC(=O)COC(=O)c2cccc(S(=O)(=O)N3CCCCC3)c2)c(OC)c1	·	·	-1	-1.2	-2	5	3	·
N#Cc1ccc(CN2CCN(C(=O)c3ccc(S(=O)(=O)NCc4ccco4)cc3)CC2)cc1	-1	6	6	-4.0	-8	-5	8	1
CSc1nnc2c(n1)OC(c1ccc(C(=O)O)cc1)N(C(C)=O)c1ccccc1-2 (stereo unspecified)	1	-2	-2	-0.9	-1	11	9	4
COc1ccc(Br)cc1/C=N/NC(=O)CNC(=O)/C=C/c1ccccc1	4	-15	·	·	·	·	-3	0
C[C@H](CO)N1C[C@H](C)[C@H](CN(C)S(=O)(=O)c2cn(C)cn2)Oc2c(NC(=O)Nc3ccc4c(c3)OCO4)cccc2C1=O	50	-3[16.7 µM]	2	1.9	-18	-9	17	2

Part of the list above, as labelled records.
> CC(C)(C)[S@@](=O)N1Cc2cc(C(=O)N3CCCCC3)nc(-c3cccc(-c4ccc(C#N)cc4)c3)c2[C@H]1CCO
  Cneo AK release: 54	miR122 inh: ·	INS-1E GSIS act: -12	F508del corr: -2.2	Statin myotox sup: -10	FN deposit inh: 7	PGC1a acetyl inh: 5	PglD DTNB: 1
> N#Cc1ccc(CN2CCN(C(=O)c3ccc(S(=O)(=O)NCc4ccco4)cc3)CC2)cc1
  Cneo AK release: -1	miR122 inh: 6	INS-1E GSIS act: 6	F508del corr: -4.0	Statin myotox sup: -8	FN deposit inh: -5	PGC1a acetyl inh: 8	PglD DTNB: 1
> COc1ccc(CN(C)C[C@@H]2Oc3ccc(NC(=O)Cn4cnnn4)cc3C(=O)N([C@H](C)CO)C[C@@H]2C)cc1
  Cneo AK release: -6	miR122 inh: 0[16.7 µM]	INS-1E GSIS act: -1	F508del corr: 0.8	Statin myotox sup: 26	FN deposit inh: ·	PGC1a acetyl inh: -3	PglD DTNB: 1
> CC(C)(C)c1ccc(CC(=O)N2CCC2(C)C(=O)NCc2ccc3c(c2)OCO3)cc1 (stereo unspecified)
  Cneo AK release: -5	miR122 inh: -7	INS-1E GSIS act: -9	F508del corr: -4.4	Statin myotox sup: 0	FN deposit inh: -2	PGC1a acetyl inh: 2	PglD DTNB: 2

More records follow.
SMILES	Cneo AK release	miR122 inh	INS-1E GSIS act	F508del corr	Statin myotox sup	FN deposit inh	PGC1a acetyl inh	PglD DTNB
CC(=O)C1=C(O)C(=O)N(c2ccc(Br)cc2)C1c1ccc(Br)cc1 (stereo unspecified)	-1	6	-41	-4.3	9	-3	·	0
CCOCc1nnc(NC(=O)CSc2ccccc2)s1	2	3	·	·	24	2	-12	-1
Cc1ccc(S(=O)(=O)N[C@H]2CC[C@@H](CCNC(=O)C3CCC3)O[C@H]2CO)cc1	2	·	-11	-0.9	1	·	0	-1
Cc1cc(NC(=O)CSc2ccc3nnc(-c4cccnc4)n3n2)no1	1	-7	5	2.5	·	13	7	-4
C[C@@H]1CN([C@H](C)CO)C(=O)c2cc(NS(=O)(=O)c3ccccc3)ccc2O[C@@H](C)CCCCO[C@H]1CN(C)Cc1ccncc1	1	-6[16.7 µM]	-3	-0.3	·	-6	-6	3
CC(C)N(Cc1nnc(-c2ccc(Cl)cc2)o1)C(=O)C1=COCCO1	0	-11	-8	0.2	-5	·	10	4
CC(C)CCSc1nc2c(c(=O)[nH]c(=O)n2C)n1CCc1ccccc1	3	-3	·	·	·	·	-11	1
Cc1cc(NC(=O)CCC(=O)N(CC2CCCO2)C(C(=O)NC2CCCC2)c2cccnc2)no1 (stereo unspecified)	-3	·	·	·	-11	4	1	-1
O=C(NC1CCOc2ccccc21)C1CCCC1 (stereo unspecified)	-1	-3	-3	-0.7	·	2	15	1
C[C@H]1CN([C@@H](C)CO)C(=O)c2cc(NS(=O)(=O)c3cn(C)cn3)ccc2O[C@@H]1CN(C)C(=O)NC1CCCCC1	55	4[16.7 µM]	12	0.1	-20	-17	2	-1
CC(C)(C)C(=O)O/N=C(\N)COc1cccc(Cl)c1	·	·	6	0.4	-4	8	3	·
CC(C)NC(=O)N[C@H]1CC[C@H](CCN)O[C@@H]1CO	5	-6[16.7 µM]	7	4.9	8	2	14	4
c1ccc(CN=C(NCc2ccccc2)NCc2ccccc2)cc1	0	-10	-30	7.5	-72	-14	2	0
CCNC(=O)Nc1ccc2c(c1)C(=O)N(C)[C@H]1CC[C@@H](CC(=O)NCC3CCCCC3)O[C@H]1CO2	-2	26[16.7 µM]	1	-0.5	9	-3	5	2
Cc1cc(C(=O)NCCCN2CCCC2=O)no1	-2	10	10	·	-5	-2	-8	4
O=C(Nc1nccs1)c1csc([C@H]2C[C@H](O)[C@@H](CO)O2)n1	-1	-31	-2	1.1	7	·	·	0
COCCN1C(=O)c2ccccc2C(C(=O)N2CCN(c3ccccn3)CC2)C1c1ccc(F)cc1 (stereo unspecified)	-2	2	·	·	4	5	1	-4
CC1(C)C2CCC1(C)C(OC(=O)c1ccccc1C(=O)O)C2 (stereo unspecified)	3	-2	-3	0.8	-30	-8	5	3
Cc1noc(C)c1NC(=O)N(C)C[C@H]1Oc2ccc(NS(=O)(=O)c3ccc(Cl)cc3)cc2C(=O)N([C@H](C)CO)C[C@@H]1C	-1	-7[16.7 µM]	-1	1.9	9	·	13	0
COc1cccc(NC(=O)N(CCCN2CCOCC2)C(C)c2cc3ccccc3o2)c1 (stereo unspecified)	2	6	-27	0.5	11	·	-10	5
O=C(c1cccnc1)N1CC[C@@H]2[C@@H](CO)Nc3ccc(-c4ccccc4)cc3[C@@H]21	0	22[16.7 µM]	-1	-1.8	3	10	0	0
COC(=O)c1ccccc1C(=O)N1CCCC(C(=O)c2cc(F)ccc2F)C1 (stereo unspecified)	·	·	-8	-0.3	·	1	1	·
COc1ccccc1CCNS(=O)(=O)CCNC(=O)c1ccc2c(c1)OCO2	1	-2	8	-1.3	11	-1	-2	7
C=CCc1ccccc1OCC(O)CN1C(=O)c2ccccc2C1=O (stereo unspecified)	-10	-1	·	1.8	1	7	-10	5
CCC(CC)C(=O)Nc1cccc(/C(C)=N/NC(=O)c2c(Br)cnn2C)c1	-1	5	2	·	7	·	-7	3

Later entries:
SMILES	Cneo AK release	miR122 inh	INS-1E GSIS act	F508del corr	Statin myotox sup	FN deposit inh	PGC1a acetyl inh	PglD DTNB
C/C(CCc1oc2ccc(Br)cc2c1-c1ccc(C)o1)=N/O	-2	-3	-33	·	10	6	·	-1
O=C(O)c1ccccc1-c1ncc(-c2ccccc2)o1	-1	0	5	-0.7	5	-4	·	3
CCOC(=O)[C@@H](CCc1ccccc1)N[C@H](C)C(=O)N1[C@H](C(=O)O)C[C@@H]2CCC[C@@H]21	-2	1	4	-1.9	16	0	-1	2
CC1CCN(CCCN2C(=O)C3C(C(=O)Nc4cccc(Cl)c4)C4C=CC3(O4)C2C(=O)NC2CCCCC2)CC1 (stereo unspecified)	5	8	6	-0.3	-12	0	-12	2
CN(C)CCNC(=O)c1ccc(CS(=O)(=O)c2ccc(Br)cc2)o1	1	0	-10	0.8	0	3	10	-5
COc1ccc(CCNC(=O)C2Cc3ccccc3C(=O)O2)cc1 (stereo unspecified)	·	0	14	2.0	·	3	1	·
COc1cc(C(=O)NCCCN2CCCC2=O)cc(OC)c1OC	1	0	9	-0.9	6	·	-9	0
CC1C(=O)N(Cc2cn(CCC3OCCCO3)nn2)CCS(=O)(=O)N1Cc1ccc(-c2cccc(N(C)C)c2)cc1 (stereo unspecified)	3	0	-10	-1.6	11	3	-4	-3
Cc1ccc(-n2nc3c(=O)n(CC(=O)NCc4ccccn4)nc(C)c3c2C)cc1	1	0	3	0.3	16	-5	-15	-3
CCOC(=O)Cc1csc(NC(=O)CCCc2ccccc2)n1	0	1	10	-1.2	5	-7	-7	4
CCc1nnc(N/N=C/c2c(F)cccc2Cl)n1N	4	-1	-6	-4.3	-4	9	11	-1
CNC(=S)N/N=C/c1ccc(-c2ccc(Cl)c([N+](=O)[O-])c2)o1	·	1	46*	1.8	·	14	-9	·
C[C@@H]1CN([C@@H](C)CO)C(=O)c2cc(Br)cnc2O[C@@H]1CN(C)S(=O)(=O)c1ccc(F)cc1	0&0&-1	-3	5&10	-6.9&3.7&-0.7	3&23&8	-4&-15	-2&-4&2	0&-3&1
Cc1nn(CCC(=O)NNC(=S)Nc2ccccc2)c(C)c1Br	2	-3	·	·	5	-8	-3	-9
NC(N)=NS(=O)(=O)c1ccc(N/C=C\C(=O)c2ccncc2)cc1	-1	-3	-4	-4.1	0	8	2	7

Screening results deposited in PubChem BioAssay by Broad Institute.
